Assay outcomes deposited in PubChem BioAssay by National Center for Advancing Translational Sciences (NCATS).
ASM inhibitor: Inhibitors of Secretory Acid Sphingomyelinase (S-ASM): qHTS | Sphingomyelin phosphodiesterase (Homo sapiens), P17405 | placental ASM, HMU-PC fluorogenic substrate, 60 min | Potency, µM (highest dose often 57.5 µM), without a hit: at the top dose activity change, negative = inhibition, most hits filed as inhibitors | 340,000 tested, 0.006% active | AID 504937, 2011; further: potency means the concentration at half of the fitted maximal effect
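HMU-PC0 cleavage (9 uM final) by human placental ASM, 60 min at 37 °C following 10 min compound exposure at RT; stopped at pH 10, fluorescence Ex 386/Em 447 nm.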
TRPV1 ag: HTS Assay for Compounds that Act as Agonists of the Vanilloid Receptor 1; Transient receptor potential cation channel subfamily V member 1 (Homo sapiens), Q8NER1; TRPV1-expressing cells, Fluo-8 calcium influx, agonist mode; activation, % at 8.33 µM; 320,000 tested, 0.19% active; in the data active means activation above about 80%; inconclusive means between about 30% and that limit; further: 0% is about no effect
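TRPV1-expressing cells were cultured overnight at 35.5C and loaded with Fluo-8 calcium dye for 40 to 90 min at room temperature. After a 10 s baseline, compound was added and calcium influx was read kinetically for 3 min (ex 480/em 520 nm).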
GALK inhibitor: qHTS Assay for Inhibitors of Human Galactokinase (GALK); P51570; Purified GALK, Kinase-Glo residual ATP luminescence; Potency, µM (highest dose often 57.5 µM), inactives show at the highest dose activity change, negative = inhibition, actives largely listed as inhibitors; 270,000 tested, 0.007% active; AID 1868, 2009; further: potency means the concentration at half of the fitted maximal effect; on the % scale 0 is the no-effect control and ±100 the full control effect
Target sequence (P51570 whole entry, looked up): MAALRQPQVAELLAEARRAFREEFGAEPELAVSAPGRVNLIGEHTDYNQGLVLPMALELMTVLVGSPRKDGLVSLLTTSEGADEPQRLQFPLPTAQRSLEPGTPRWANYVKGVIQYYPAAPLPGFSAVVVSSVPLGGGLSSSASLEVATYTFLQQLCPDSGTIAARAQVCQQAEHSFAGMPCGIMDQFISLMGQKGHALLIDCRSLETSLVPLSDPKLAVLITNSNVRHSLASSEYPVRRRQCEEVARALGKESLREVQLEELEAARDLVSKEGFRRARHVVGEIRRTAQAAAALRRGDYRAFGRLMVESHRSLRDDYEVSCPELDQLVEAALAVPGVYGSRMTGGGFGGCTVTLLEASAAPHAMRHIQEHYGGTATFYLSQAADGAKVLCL
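The enzyme phosphorylates galactose (100 uM) using ATP (35 uM); inhibition is detected as higher residual ATP, quantified by bioluminescence after 1 h reaction at room temperature, pH 8.0.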
KCNH2 3.1 block: qHTS for Inhibitors of KCHN2 3.1: Mutant qHTS; Potassium voltage-gated channel subfamily H member 2, brain isoform KCNH2 3.1 (human); AID 720553, 2013; U2OS KCNH2 3.1, thallium flux FluxOr; hits give low values; 340,000 tested, 0.95% active; activity change, % (tested at about 1.8 µM);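 active means maximum activity change below -70%; inconclusive means maximum activity change from -70% to -50%; inactive means maximum activity change above -50%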;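 further: thallium influx rate constant from kinetic fluorescence after stimulation buffer; on the % scale 0 is the no-effect control and ±100 the full control effect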
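Channel expression came from 3.1 mutant virus (1.77 x 10^8 /mL) applied to suspended U2OS cells for 4 h. Flux was tracked with FluxOr dye plus Red40 quencher, and kinetic rate constants normalized to controls.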
AT treatment: qHTS Assay for Identifying a Potential Treatment of Ataxia-Telangiectasia; […] A-T fibroblasts, KAP-1 phosphorylation AlphaLISA; neocarzinostatin DNA damage 30 min before lysis; Potency, µM (series often up to 57.5 µM), for the others: top-dose activation, hits mostly activators; 320,000 tested, 0.19% active; further: potency means the concentration at half of the fitted maximal effect; % of control where 0% means no effect; nearly all actives have a fitted effect of over 45% in size
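ATM-like activity read as KAP-1 phosphorylation via AlphaLISA donor/acceptor antibody pairs after lysis and 6 hr at 25C. Cells were ATM-null patient fibroblasts ([…], hTERT), dosed 60 min, then exposed to the DSB inducer NCS for 30 min.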
Integrin act MD: qHTS for Activators of Integrin-Mediated Alleviation for Muscular Dystrophy; alpha7betagal myoblasts, beta-gal FDG fluorescence, 48 h; Potency, µM (top dose mostly 38.3 µM), inactives show top-dose activation, actives largely listed as activators; 350,000 tested, 0.064% active; AID 624291, 2012;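 further: potency means the concentration at half of the fitted maximal effect; 100% = response of the positive control SU9516; nearly all actives have a fitted effect of over 60% in size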
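Alpha7betagal+/- myoblasts (passage 13) were plated 16-24 hr, then exposed to compounds (1:260 dilution of DMSO stock) for 48 hours at 37C. After MPER lysis, β-galactosidase reporter activity was read as FDG fluorescence (ex 480/em 540) after 30 minutes.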
KCNH2 WT inh: qHTS for Inhibitors of KCHN2 3.1: Wildtype qHTS. activity change, % at 1.84 µM. Voltage-gated inwardly rectifying potassium channel KCNH2 (Homo sapiens), Q12809. 340,000 tested, 0.37% active. AID 720551, 2013. U2OS, BacMam KCNH2, thallium flux FluxOr; hits give low values;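 active means maximum activity change below -70%; inconclusive means maximum activity change between -70% and -50%; inactive means maximum activity change above -50%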; further: on the % scale 0 is the no-effect control and ±100 the full control effect
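U2OS cells transduced with wild-type KCNH2 virus are loaded with FluxOr dye for 45 min, and thallium flux is measured in kinetic reads before and after stimulation buffer. Rate constants are normalized to DMSO controls.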
MLL CXXC-DNA inh: qHTS Fluorescence Polarization Assay for Inhibitors of MLL CXXC domain - DNA interaction; Potency, µM (highest dose often 115 µM), for inactives: top-dose activity change, negative = inhibition, most hits filed as inhibitors; 290,000 tested, 0.037% active; MLL-CXXC / FITC-HOXA9 DNA fluorescence polarization; AID 2662, 2010; Histone-lysine N-methyltransferase 2A (Homo sapiens), Q03164; active means well fitted inhibition curve with a large enough effect in the polarisation, with a control signal flat, not every such curve was filed as active; inconclusive means small, poorly fitted or top-dose-only effect, or effect the other way, or a change in a side signal; inactive means no such curve, though single readings can be large or run the other way; the % refers to the polarisation; further: potency means the concentration at half of the fitted maximal effect
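Steps: dispense CXXC domain solution (7 uM) → pin compounds or unlabeled HOX-A9 DNA control → 5 min ambient → add FLSN-HOX-A9 solution (50 nM) → spin → 30 min ambient → fluorescence polarization. Tris pH 7.5/NaCl/DTT/BSA buffer.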
FBPA coupling cs: qHTS Assay for Inhibitors of Fructose-1,6-bisphosphate Aldolase from Giardia Lamblia: Coupling assay counterscreen | coupling enzyme system counterscreen, AmpLite Red fluorescence | activity change, negative = inhibition, % at 58.2 µM, hits read low | 290,000 tested, 0.67% active | AID 2472, 2010; in the data active means activity change below about -30%; further: on the % scale 0 is the no-effect control and ±100 the full control effect
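Fluorescence at 525 nm excitation and 598 nm emission measured inhibition of the coupled detection system without aldolase. Compounds (at 57.5 uM final) were preincubated 10 min at room temperature with coupling enzyme reagent before a 20 min substrate/AmpLite Red step.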
MBNL1-CUG inh: qHTS Assay for Inhibitors of MBNL1-poly(CUG) RNA binding | TR-FRET MBNL1-His/biotin-(CUG)12 binding, 665/545 ratio | Potency, µM (top dose mostly 57.5 µM), for the others: at the highest dose activity change, negative = inhibition, most hits filed as inhibitors | 280,000 tested, 0.036% active | AID 2675, 2010; active means well fitted inhibition curve with a large enough effect in the signal ratio, with a control signal flat, not every such curve was filed as active; inconclusive means small, poorly fitted or top-dose-only effect, or effect the other way, or a change in a side signal; inactive means no such curve, though single readings can be large or run the other way; the % refers to the signal ratio; further: potency means the concentration at half of the fitted maximal effect; on the % scale 0 is the no-effect control and ±100 the full control effect
Target sequence (Q9NR56 whole entry, looked up): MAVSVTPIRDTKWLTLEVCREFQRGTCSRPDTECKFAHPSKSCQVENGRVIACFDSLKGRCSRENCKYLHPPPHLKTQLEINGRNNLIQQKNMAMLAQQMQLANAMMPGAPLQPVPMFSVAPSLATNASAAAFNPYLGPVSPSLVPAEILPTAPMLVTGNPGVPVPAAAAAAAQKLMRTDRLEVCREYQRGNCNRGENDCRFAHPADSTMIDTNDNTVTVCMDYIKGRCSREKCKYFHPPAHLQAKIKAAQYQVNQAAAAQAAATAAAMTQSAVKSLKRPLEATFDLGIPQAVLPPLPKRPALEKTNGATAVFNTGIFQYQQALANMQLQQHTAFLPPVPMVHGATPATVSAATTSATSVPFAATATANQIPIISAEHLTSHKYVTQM
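Compounds (final 92 nM to 58 uM) are added to His-tagged MBNL1 and biotin-(CUG)12, then terbium anti-His antibody and streptavidin-XL665 (5 nM final). After 60 min at room temperature, the 665/545 nm ratio is read.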
Starred values were filed as active, the others as inactive; u = inconclusive; x = no result given; & = joins results of further samples; [ ] = dose if it differs, or a comment. Unless noted, the call rests on the fitted dose curve; in most records, active means well fitted curve in the direction sought with a large enough effect; inconclusive means small, poorly fitted or top-dose-only effect, or another doubt; inactive means no such curve, though single readings can be large; an effect the other way counts as inactive or inconclusive.

| item | compound | KCNH2 3.1 block | KCNH2 WT inh | MLL CXXC-DNA inh | FBPA coupling cs | MBNL1-CUG inh | TRPV1 ag | Integrin act MD | AT treatment | ASM inhibitor | GALK inhibitor |
| --- | --- | --- | --- | --- | --- | --- | --- | --- | --- | --- | --- |
| 1 | CC(C)n1nc(C(=O)Nc2cccc(S(=O)(=O)N3CCOCC3)c2)c2ccccc2c1=O | 10 | 1 | x | x | x | u | -17% | -14% | -3% | x |
| 2 | CCCNS(=O)(=O)c1ccc(OCC(=O)NCc2ccco2)cc1 | -35 | 11 | -3% | 1 | -2% | -3 | -19% | -1% | 1% | 0% |
| 3 | CC(C)(C)c1ccc(-c2nnc3sc(-c4ccccn4)nn23)cc1 | -2 | 23 | -9% | -4 | 6% | x | 9% | 9% | -1% | 1% |
| 4 | COc1cc(/C=C(\C#N)C(N)=O)ccc1OS(=O)(=O)c1ccc(C)cc1 | -1 | -1 | 9% | -1 | -7% | -12 | -7% | 4% | -1% | x |
| 5 | CS(=O)(=O)Nc1cccc(C(=O)CC2(O)C(=O)Nc3ccc(Br)cc32)c1 (configuration not stated) | -1 | -8 | -1%&-6% | -8&2 | 3%&4% | -3&-1 | -8% | 5% | -3% | 0%&5% |
| 6 | CCn1cc(C(=O)O)c(=O)c2cc(F)c(N3CCN(C(=S)Nc4ccccc4OC)CC3)cc21 | 7 | -6 | -5% | -4 | 2% | 4 | 2% | 11% | -3% | 0% |
| 7 | CCc1cc(=O)[nH]c(SCC(=O)N2CCCC2)n1 | 4 | -5 | x | x | x | 2 | 9% | 0% | -4% | x |
| 8 | N#CC[C@H](Cc1ccccc1)N1CCN(Cc2ccccc2)CCC1=O | 20 | -2 | 2% | 2 | -7% | 0 | -11% | -1% | 2% | x |
| 9 | COc1ccc(NC(=O)CCCC(=O)c2ccccc2)cc1OC | -14 | 2 | 14% | -1 | -3% | 30 | 0% | -6% | 0% | x |
| 10 | CCN(CC(=O)Nc1c(F)cccc1F)C(=O)Cc1csc(-c2ccccc2)n1 | 2 | 1 | x | x | x | 2 | -3% | -2% | 1% | x |
| 11 | Cc1ccccc1NC(=O)C1CCCN1S(=O)(=O)c1cccc2cccnc12 (configuration not stated) | 11 | -4 | -9% | -1 | -5% | 0 | -10% | 9% | -1% | 0% |
| 12 | CN(C)CCCNc1oc(-c2ccccc2Cl)nc1S(=O)(=O)c1ccc(F)cc1 | -19 | 34 | u | 0 | -6% | 9 | -74%[inhibitor] | -6% | -1% | -5% |
| 13 | CC(C)Sc1ccc([N+](=O)[O-])cc1C(=O)Nc1ccncc1 | 3 | 1 | u | -4 | u | 2 | -1% | -3% | 2% | x |
| 14 | Cc1cc2oc(C(=O)Nc3c(C)n(C)n(-c4ccccc4)c3=O)c(C)c2cc1C | -8 | 15 | -3% | -1 | -23% | 1 | 19% | x | -3% | -3% |
| 15 | C=CCNC(=S)NNC(=O)c1cc(Cl)ccc1OC | 2 | -4 | 20% | -2 | x | 14 | 0% | 5% | 0% | 0% |
| 16 | O=C(OCn1nnc2ccccc2c1=O)c1cc(-c2ccccc2)nc2ccccc12 | -4 | 0 | 8% | 0 | -13% | -4 | 3% | -5% | 7% | 0% |
| 17 | CCOc1cc(/C=C2\C(=O)N(c3nc(-c4ccc(Br)cc4)cs3)N=C2c2ccccc2)ccc1O | -3 | 6 | -4% | 2 | 11% | -4 | -17% | -4% | -4% | -2% |
| 18 | CCOc1ccc(-n2c(C)nc3cc(C(=O)NCCN4CCOCC4)ccc32)cc1 | 12 | -13 | -7% | 2 | -3% | 2 | 15% | -5% | 0% | 1% |
| 19 | S=C(Nc1ccccc1)N1CCN(Cc2ccccc2)CC1 | 4 | 0 | 18% | 4 | 7% | 3 | 13% | -23% | 0% | -3% |
| 20 | CCOC(=O)c1c(CSc2nc(C)cc(C)c2C#N)n(C)c2cc(Br)c(OC(C)=O)cc12 | 6 | 1 | -8% | -2 | x | 0 | -14% | 0% | 2% | 1% |
| 21 | c1ccc2c(Nc3ccc4c(c3)OCCO4)c3c(nc2c1)CCCC3 | -43 | 14 | 18% | 4 | u | 20 | -12% | 3% | -2% | -1% |
| 22 | CCOc1ccc(NN=C(C(=O)OC)C(=O)OC)c([N+](=O)[O-])c1 | 3 | 1 | 1% | 4 | 12% | -2 | -7% | -9% | -3% | -4% |
| 23 | CC(C)(C)c1cc(C(=O)Nc2cccnc2)cc(C(=O)Nc2cccnc2)c1 | -5 | 0 | -12% | -3 | -3% | 1 | 2% | -7% | 4% | 2% |
| 24 | CC(C)CC(=O)Nc1ccc(C(=O)NNC(=O)C(c2ccccc2)c2ccccc2)cc1 | 12 | -8 | -6% | 3 | -3% | 2 | -12% | -3% | 1% | 0% |
| 25 | CC(CCc1ccccc1)NC(=O)c1ccccc1F (configuration not stated) | 17 | -6 | 2% | 1 | 0% | 14 | u | 13% | 3% | -5% |
| 26 | COC(=O)N/N=C/c1cc(Cl)c(OCc2ccc(F)cc2)c(OC)c1 | -3 | -17 | 6% | -1 | 0% | 13 | 4% | 9% | 6% | -2% |
| 27 | COCc1cc(=O)n2[nH]c(-c3ccco3)cc2n1 | -5 | 9 | -1% | 4 | -2% | -1 | 16% | -1% | 6% | 15% |
| 28 | OCCC1CN(C/C(Cl)=C/c2ccccc2)CCN1C1CCCC1 (configuration not stated) | 14 | 13 | 8% | -1 | 6% | 2 | 7% | 5% | 12% | 4% |
| 29 | COc1ccc(C(=O)NCCNC(=O)c2cnccn2)cc1OC | 13 | 2 | u | 2 | -1% | -1 | 8% | 3% | -1% | 1% |
| 30 | NC(=O)c1cc2ccccc2o/c1=N/NC(=O)c1cccc(Cl)c1 | 23 | 15 | u | 1 | 13% | 5 | 29% | 2% | -2% | x |
| 31 | CCCc1ccc(C(=O)N2CCN(c3ccccc3OCC)CC2)cc1 | 2 | 17 | 0% | -1 | 3% | u | -11% | 5% | -2% | 1% |
| 32 | Cc1c(C)c(C)c(S(=O)(=O)n2[nH]c(=O)c(CCO)c2C)c(C)c1C | 10 | -3 | -7% | 4 | -3% | 4 | -24% | 5% | 2% | 1% |
| 33 | CCc1ccc(C(=O)NNC(=O)CC2OC(=O)c3ccccc32)cc1 (configuration not stated) | -4 | 4 | x | x | x | 4 | -16% | 6% | -1% | x |
| 34 | COc1ccc(C2=NOC(C(=O)NCc3cccnc3)C2)cc1OC (configuration not stated) | 13 | -16 | u | -1 | 5% | -1 | 0% | 8% | 6% | 0% |
| 35 | c1ccc(-c2nnsc2-c2ncc[nH]2)cc1 | -4 | -9 | 10% | 2 | -1% | 1 | -10% | 3% | 8% | 11% |
| 36 | Cc1cc(C)c(S(=O)(=O)c2cc(F)ccc2C)c(=O)[nH]1 | 14 | -9 | -4% | 0 | -1% | -1 | 3% | 4% | -2% | x |
| 37 | CCC(=O)Nc1nnc(-c2ccc(OC)cc2)o1 | 14 | -13 | -9% | 1 | 2% | 2 | -24% | 1% | 1% | 0% |
| 38 | COc1cc(/C=N/NC(=O)CC2C(=O)NN=C2C)ccc1O (configuration not stated) | 1 | -11 | 2% | 2 | 2% | -5 | 25% | 6% | 63%[activator] | x |
| 39 | O=C(c1nc2ncccn2n1)N1CCc2ccccc2C1 | 2 | 4 | -2% | 0 | 1% | 3 | -17% | x | 2% | 7% |
| 40 | Cc1nc2c3cc(Cl)ccc3n(CCN3CCCCC3)c2s1 | -38 | 8 | -4% | -4 | -9% | 16 | -40% | -3% | 3% | -2% |
| 41 | Cc1cc2oc(C(=O)NCc3ccncc3)c(C)c2cc1C | -14 | -28 | 0% | -1 | -15% | 3 | 2% | u | -2% | 1% |
| 42 | COC(=O)c1ccc(NC(=S)Nc2ccc3ccccc3c2)cc1 | -2 | -1 | -1% | -1 | 2% | 1 | 11% | -1% | -10% | -4% |
| 43 | COc1ccc2c(C)c(CC(=O)N3C[C@H]4C[C@@H](C3)c3cccc(=O)n3C4)c(=O)oc2c1OC | 7 | -9 | 1% | -5 | 19% | 4 | -9% | -2% | 8% | x |
